JNK3 blocker: JNK3 (human) kinase inhibition. actives 0.61% (n = 60,000). purified JNK3 kinase activity, HTS. inhibition, % at 8 µM; in the data active = inhibition above about 17%;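 note: 0% = DMSO and 100% = reference inhibitor; many of its hits are not listed in these tables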
Target sequence (P53779 whole entry, looked up): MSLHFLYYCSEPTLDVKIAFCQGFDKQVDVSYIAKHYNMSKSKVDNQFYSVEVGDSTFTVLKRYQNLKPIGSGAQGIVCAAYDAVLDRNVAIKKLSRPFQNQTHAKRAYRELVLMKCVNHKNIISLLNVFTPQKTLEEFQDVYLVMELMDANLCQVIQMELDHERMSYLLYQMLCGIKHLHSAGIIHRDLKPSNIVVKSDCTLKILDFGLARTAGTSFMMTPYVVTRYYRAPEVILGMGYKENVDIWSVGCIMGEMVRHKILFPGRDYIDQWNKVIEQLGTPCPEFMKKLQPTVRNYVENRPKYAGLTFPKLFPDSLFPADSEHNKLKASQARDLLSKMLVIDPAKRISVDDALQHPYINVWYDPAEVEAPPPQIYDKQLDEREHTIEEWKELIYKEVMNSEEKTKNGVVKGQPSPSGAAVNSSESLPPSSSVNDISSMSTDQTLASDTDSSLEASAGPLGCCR
Hsp90 block: displaces geldanamycin probe from tumor Hsp90; P07900; NCI-N417 lysate Hsp90, Cy3B-geldanamycin FP displacement; inhibition, % at 30 µM; actives 0.35% (n = 64,000); AID 429;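 active = inhibition above 50%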;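 note: 0% = tracer plus lysate wells and 100% = tracer alone without lysate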
Cdc25B block: human M-phase inducer phosphatase 2 inhibition. P30305. recombinant Cdc25B, OMFP fluorescence Ex485/Em525. inhibition, %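 (compounds tested at 10 µM final in the well)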. actives 0.1% (n = 65,000); in the data active = inhibition above about 50%
DUSP1 inh: inhibitors of human MKP-1 phosphatase; recombinant MKP-1, OMFP hydrolysis fluorescence; inhibition, %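 (compounds tested at a single concentration somewhere between 10 and 100 µM)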; P28562; actives 0.15% (n = 65,000);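 active = inhibition above about 50%, limit read from the data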;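 note: 0% = DMSO max control wells and 100% = wells with enzyme stopped by NaOH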
Her2 expr inh: lowers expression of human Her2 kinase; P04626; AID 645; HER2 level % of control, % at 10 µM; actives 0.69% (n = 65,000); SKBR-3 HER2 protein level, AlphaScreen, 18-24 h; stronger effect = lower value;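 active = HER2 level under 5% of the carrier-only control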;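 note: 100% = DMSO carrier and 0% = 500 nM PU-H71 HSP90 inhibitor; lower value means stronger loss of Her2 protein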
A340 absorber: compound absorbs light at 340 nm | compound absorbance at 340 nm, fold over control | fold change at 10 µM | 65,000 tested, under 10 active;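 active = at 10 µM dose, initial 340 nm absorbance at least 2 fold that of control wells; inactive = change under 2 fold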;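 note: initial absorbance extrapolated from kinetic A340 decline of NADH oxidation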
PKA kinase inh: inhibitors of human protein kinase A; PKA Kemptide phosphorylation, Kinase-Glo ATP luminescence; inhibition, % at 6 µM; actives 0.1% (n = 65,000);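 active = inhibition above the screen-wide mean inhibition plus 3 SD, cut at about 21% in these data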; note: many of its hits are not listed in these tables
Fluor 339 460: intrinsic fluorescence of library compounds, ex339/em460 – biochemical, MLSMR library, data from DPM-DC assay, artefact control, profiling panel; compound autofluorescence, ex339/em460 nm, NADH buffer; stronger effect = higher value; 1 = no-compound wells, NADH background; AID 709; actives 5.5% (n = 65,000); fluorescence fold increase at 10 µM;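 active = at 10 µM, mean starting fluorescence two-fold or more over control wells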;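 note: signal is the first read of a kinetic run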
ROCK2 blocker: blocks human Rho kinase 2 activity; O75116; purified ROCK2, Kinase-Glo ATP depletion luminescence; inhibition, % at 6 µM; actives 0.35% (n = 60,000); AID 604;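 active = inhibition above the screen-wide mean inhibition plus 3 SD, cut at about 18% in these data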;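 note: plate controls were DMSO wells for no effect and Y-27632 control wells after no-enzyme background subtraction for full effect; many of its hits are not listed in these tables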
* = called active by the depositor; & = joins results of further samples.

1: COc1ccc(C2CNC(=O)C2)cc1OC1CCCC1 (centres undefined)
2: CN1CCCN=C1COC(=O)C(O)(c1ccccc1)C1CCCCC1 (centres undefined)
3: CC1Cc2ccccc2N1NC(=O)c1ccc(Cl)c(S(N)(=O)=O)c1 (centres undefined)
4: CCC(NC(C)C)C(O)c1ccc(O)c2[nH]c(=O)ccc12 (centres undefined)
5: CN(C)CCCC1(c2ccc(F)cc2)OCc2cc(C#N)ccc21 (centres undefined)
6: Cc1ccc(N(CC2=NCCN2)c2cccc(O)c2)cc1
7: CNCCCN1c2ccccc2CCc2ccccc21
8: C1COC(NC(C2CC2)C2CC2)=N1

Assay by compound	1	2	3	4	5	6	7	8
JNK3 blocker	0	-3	-7	-4	3	-3&6&-2	-21&6	-1
Hsp90 block	-4&-2	-5	-4	-3	0&0	-9&-2&1&1	-5&1&-3	0&-1
Cdc25B block	-10	15	10	-9	-17	1&1&-19	-2&-14	4
DUSP1 inh	-4	-21	-7	-22	-20	-18&22&-10	-10&-25	-5
Her2 expr inh	93	113	104	99	149	85&99&94	46&112	71
A340 absorber	0.98	0.98	1	0.99	1	1&0.98&0.97	1.1&0.96	0.98
PKA kinase inh	-4	2	-6	0	6	7&5&-5	-9&6	-7
Fluor 339 460	1.1	1	1.1	1.1	1	1.2&1&1	1.1&0.98	0.99
ROCK2 blocker	-6	4	-1	9	4	-1&5&1	-3&6	-8

6 entries from above, reformatted.
no.	Molecule	JNK3 blocker	Hsp90 block	Cdc25B block	DUSP1 inh	Her2 expr inh	A340 absorber	PKA kinase inh	Fluor 339 460	ROCK2 blocker
7	CNCCCN1c2ccccc2CCc2ccccc21	-21&6	-5&1&-3	-2&-14	-10&-25	46&112	1.1&0.96	-9&6	1.1&0.98	-3&6
3	CC1Cc2ccccc2N1NC(=O)c1ccc(Cl)c(S(N)(=O)=O)c1 (centres undefined)	-7	-4	10	-7	104	1	-6	1.1	-1
8	C1COC(NC(C2CC2)C2CC2)=N1	-1	0&-1	4	-5	71	0.98	-7	0.99	-8
6	Cc1ccc(N(CC2=NCCN2)c2cccc(O)c2)cc1	-3&6&-2	-9&-2&1&1	1&1&-19	-18&22&-10	85&99&94	1&0.98&0.97	7&5&-5	1.2&1&1	-1&5&1
1	COc1ccc(C2CNC(=O)C2)cc1OC1CCCC1 (centres undefined)	0	-4&-2	-10	-4	93	0.98	-4	1.1	-6
5	CN(C)CCCC1(c2ccc(F)cc2)OCc2cc(C#N)ccc21 (centres undefined)	3	0&0	-17	-20	149	1	6	1	4

New compounds follow
9: CCn1cc(C(=O)O)c(=O)c2cnc(N3CCNCC3)nc21
10: CCCCCC(=O)O[C@]1(C(C)=O)CC[C@H]2[C@@H]3CCC4=CC(=O)CC[C@]4(C)[C@H]3CC[C@@]21C
11: O=C(O)c1cccnc1Nc1cccc(C(F)(F)F)c1
12: CC(=O)CCCCn1c(=O)c2c(ncn2C)n(C)c1=O

Assay by compound	9	10	11	12
JNK3 blocker	-1	-3	-2	5
Hsp90 block	0	1	0&1	-5&0
Cdc25B block	-11	-13	-22	0
DUSP1 inh	-6	-10	-21	-16
Her2 expr inh	145	127	73	92
A340 absorber	1	0.98	0.99	1.1
PKA kinase inh	-3	-1	-1	5
Fluor 339 460	1.7	0.99	0.99	1.1
ROCK2 blocker	3	2	2	3

An excerpt; the hit share may differ from the screen's.
